Assay outcomes as filed in PubChem.
G9a block: blocks human histone lysine methyltransferase G9a | G9a H3K9 monomethylation, AlphaScreen, 2 h | actives 8.8% (n = 350,000) | Q96KQ7 | Potency, µM (highest dose often 102 µM), inactives show at the top dose activity, negative = inhibition, hits mostly inhibitors; also: potency is read from the fitted curve at half-maximal effect; % is scaled to controls: 0 for no effect and ±100 for the full control effect; nearly all actives have a fitted effect of over 75% in size
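Readings reflect AlphaScreen signal from monomethyl-H3K9 antibody detection. HMT at 20 nM; substrate b-H3K9 500 nM; cofactor SAM 20 uM; 2 h RT reaction; compounds tested as titrations in qHTS with 15 min preincubation.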
JMJD2A Tudor: JMJD2A Tudor domain (human) inhibition; O75164; actives 4.4% (n = 390,000); Potency, µM (top dose mostly 114 µM), for inactives: top-dose activity change, negative = inhibition, hits mostly inhibitors; AID 504339; AlphaScreen JMJD2A-Tudor / H3K4me3 peptide binding; also: potency is read from the fitted curve at half-maximal effect; % is scaled to controls: 0 for no effect and ±100 for the full control effect; nearly all actives have a fitted effect of over 50% in size
Pol eta inh: inhibitors of human DNA polymerase eta; Q9Y253; recombinant Pol eta, fluorescent DNA replication assay; Potency, µM (titrated, usually from 114 µM), for the others: at the top dose activity change, negative = inhibition, usual class: inhibitors; actives 1.2% (n = 390,000); AID 588591; also: potency is read from the fitted curve at half-maximal effect; % is scaled to controls: 0 for no effect and ±100 for the full control effect
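Fluorescent replication assay: 50 nM final substrate added after a 15 min room-temperature compound preincubation with 10 nM enzyme. Signal taken at 0 min and again at 10 min.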
PI4K2A block: inhibitors of human PI4K2A; purified PI4K2A, ADP-Glo luminescence, 1 h; hits give low values; activity change, negative = inhibition, % at 76.9 µM; actives 0.13% (n = 420,000); AID 1346378; in the data active = activity change below about -50%; inconclusive = mostly about -30% to -49%;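 also: -100% = wells without enzyme as full effect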
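Compounds are screened against recombinant PI4K2A using PI as substrate and ATP, the latter dispensed at 300 microM. Reactions run one hour at ambient temperature before ADP-Glo detection; full inhibition defined by wells lacking enzyme.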
HP1b binding inh: inhibitors of HP1-beta chromodomain binding to methylated histone tails. AlphaScreen HP1-beta / biotin-H3K9me3 peptide binding. actives 0.56% (n = 390,000). P83916. Potency, µM (top dose mostly 114 µM), for inactives: at the highest dose activity change, negative = inhibition, usual class: inhibitors; also: potency is read from the fitted curve at half-maximal effect; nearly all actives have a fitted effect of over 70% in size; inactives centre near 23
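Compound inhibition of the preformed complex between 50 nM HP1-beta and 50 nM biotinylated H3K9me3 peptide was read by AlphaScreen. Buffer was PBS pH 7.4 with 0.01% Tween-20. Incubations ran 30 min at room temperature, with 10 ug/mL donor/acceptor beads.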
BAZ2B inh: blocks human BAZ2B | Q9UIF8 | AlphaScreen BAZ2B-H3K14Ac peptide displacement | Potency, µM (top dose mostly 114 µM), for the others: at the highest dose activity change, negative = inhibition, usual class: inhibitors | actives 4.4% (n = 360,000); also: potency is read from the fitted curve at half-maximal effect; % is scaled to controls: 0 for no effect and ±100 for the full control effect; nearly all actives have a fitted effect of over 60% in size
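Multi-concentration screen (max 110 uM) measuring displacement of acetylated histone H3 peptide from BAZ2B by AlphaScreen, using 50 nM protein, 50 nM peptide and 10 ug/mL streptavidin donor plus Ni-chelate acceptor beads.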
Pin1 inhibitor: blocks the human prolyl isomerase Pin1. Pin1 FP peptide displacement, HiFluor488, 10 min. Potency, µM (titrated, usually from 115 µM), for the others: top-dose activity, negative = inhibition, hits mostly inhibitors. AID 504891. actives 0.009% (n = 390,000). Q13526; active = well fitted inhibition curve with a large enough effect in the polarisation, with a control signal flat, not every such curve was filed as active; inconclusive = small, poorly fitted or top-dose-only effect, or effect the other way, or a change in a side signal; inactive = no such curve, though single readings can be large or run the other way; the % refers to the polarisation; also: potency is read from the fitted curve at half-maximal effect; % is scaled to controls: 0 for no effect and ±100 for the full control effect
PGK inhibitor: T. brucei PGK inhibition; Potency, µM (top dose mostly 57.5 µM), inactives show top-dose activity change, negative = inhibition, usual class: inhibitors; actives 0.043% (n = 380,000); AID 602233; PGK/GAPDH coupled, Kinase-Glo luminescence, 60 min; also: potency is read from the fitted curve at half-maximal effect; % is scaled to controls: 0 for no effect and ±100 for the full control effect; nearly all actives have a fitted effect of over 60% in size
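Recombinant glycosomal PGK reaction used 1,3-bisphosphoglycerate generated in-well by GAPDH (100nM final) in 100mM TEA pH 7.6, 5mM MgCl2, 0.01% Tween-20. After 60 minutes at room temperature, ATP was read by Kinase-Glo Plus luminescence end-point.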
GLS inh: glutaminase GLS (human) inhibition; O94925; GLS enzymatic activity, qHTS titration; Potency, µM (doses to about 45.5 µM), for the others: at the highest dose activity change, negative = inhibition, hits mostly inhibitors; actives 0.21% (n = 410,000); AID 624170; also: potency is read from the fitted curve at half-maximal effect; % is scaled to controls: 0 for no effect and ±100 for the full control effect
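Two-point fluorescence kinetic (t0, 30 min RT) for hKGA; glutamate detected via glutamate oxidase–HRP–Amplex Red. Substrate: 1 mM L-glutamine solution; buffer 45 mM KH2PO4, pH 8.2.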
* marks the source's active call; other numbers are inactive results; i = inactive; ? = inconclusive; . = not tested or not shown; [ ] = another dose, or the depositor's remark. Unless noted, calls follow the shape of the dose curve; as a rule, active = well fitted curve in the direction sought with a large enough effect; inconclusive = small, poorly fitted or top-dose-only effect, or another doubt; inactive = no such curve, though single readings can be large; an effect the other way counts as inactive or inconclusive. The list is partial. The share of hits here may be higher or lower than overall.

SMILES	G9a block	JMJD2A Tudor	Pol eta inh	PI4K2A block	HP1b binding inh	BAZ2B inh	Pin1 inhibitor	PGK inhibitor	GLS inh
Cc1nc2sc(C(c3ccco3)N3CCC(Cc4ccccc4)CC3)c(O)n2n1 (stereo not given)	?	?	-12%	2	-4%	-35%	5%	-10%	1%
COc1ccc(-n2c(Cn3c(=O)sc4ccccc43)nnc2SCC(=O)N2CCCCC2)cc1	-6%	-20%	-10%	5	45%[activator]	-2%	-6%	i	1%
Cc1nc(S(=O)(=O)NC2CCCCC2)c(C#N)c(C)c1Cl	79µM*	-2%[11.4 µM]	-6%	-4	-13%	-24%	1%	-2%	-11%
COc1ccccc1-c1nc2cc(NC(=O)c3ccccc3Cl)ccc2o1	-49%[59 µM]	-22%	-19%	-4	20%	-1%	27%	-10%	2%
CCCN(CC(=O)Nc1ccccc1OC)C(=O)CCNC(=O)c1ccccc1OC	12%[2.33 µM]	-14%	-16%	4	28%	-7%	1%	1%	-3%
Cc1cc(C)cc(NC(=O)Cc2c(C(=O)O)c(C)cn2C)c1	-11%[59 µM]	-25%	-8%	2	16%	-21%	2%	3%	0%
CCC(CC)C(=O)Nc1nnc2n1CCS2	?	-10%	-18%	5	14%[57 µM]	-30%	-6%	i	3%
O=C(O)c1nn(CCOc2ccc(Br)cc2)c(=O)c2ccccc12	15%	-24%	-25%	-2	-16%	8%	-3%	-4%	3%
Cc1cc(C)c(OCCOCCn2c(-c3ccc(Cl)cc3)nc3ccccc3c2=O)c(C)c1	3%[59 µM]	31%	1%	-7	70%[activator]	19%	-17%	i	-1%
Cc1ccc(NS(=O)(=O)c2ccc3c(c2)CCCN3C(=O)C2CCC2)c(C)c1	9%[59 µM]	-23%	-16%	-4	16%[57 µM]	3%	-1%	-5%	13%
CC(C)Nc1cc(N2CCN(C3CCCCC3)CC2)c2noc3c2c1C(=O)c1ccccc1-3	?	22µM*	-6%	-4	?	13µM*	?	1%	4%
CS(=O)(=O)c1ccc(Cl)c(NC(=O)CSc2n[nH]c(N)n2)c1	-22%	-9%	-16%	-9	45%[activator]	2%	0%	i	7%
CC(=O)c1nn(-c2cccc(Br)c2)cc1C(=O)c1ccc(C)cc1	12%	12%	-1%	4	39%[activator]	-3%	-2%	4%	.
COc1ccc2nc(SCC(=O)NC3CCCCC3C)[nH]c2c1 (stereo not given)	-9%[12.7 µM]	-2%	-11%	2	28%	-6%	-2%	-4%	-8%
Cc1nc(S(=O)(=O)Cc2ccccc2)nc2c1CCC2	-2%[59 µM]	-20%	-5%	2	-6%	2%	-1%	-4%	-1%
COC(=O)c1ccc(COC(=O)c2cnccn2)cc1	-4%	-12%	-7%	-4	11%	-1%	1%	-2%	0%
CCOc1ccc(NC(=O)/C(C#N)=C/c2cn(CC(=O)O)c3ccccc23)cc1	?	-24%	-18%	-4	21%	-32%	8%	-7%	-3%
O=C(COc1ccc2oc(-c3ccco3)cc(=O)c2c1)N1CCCCC1	?	-2%[11.4 µM]	-27%	-4	?	50µM*	2%	-14%	-12%
CN(c1ccc(C(=O)N2CCOCC2)cc1[N+](=O)[O-])C1CCCCC1	?	-32%	-4%	-1	-8%	50µM*	2%	-2%	9%
Cc1cccc(S(=O)(=O)N(C)C[C@@H]2OCc3cn(nn3)CCCC(=O)N([C@@H](C)CO)C[C@H]2C)c1	.	.	-12%	-3	.	.	.	-2%	-8%

An excerpt from above in order of their number in PGK inhibitor, smallest number first:
SMILES	G9a block	JMJD2A Tudor	Pol eta inh	PI4K2A block	HP1b binding inh	BAZ2B inh	Pin1 inhibitor	PGK inhibitor	GLS inh
O=C(COc1ccc2oc(-c3ccco3)cc(=O)c2c1)N1CCCCC1	?	-2%[11.4 µM]	-27%	-4	?	50µM*	2%	-14%	-12%
COc1ccc2nc(SCC(=O)NC3CCCCC3C)[nH]c2c1 (stereo not given)	-9%[12.7 µM]	-2%	-11%	2	28%	-6%	-2%	-4%	-8%
CN(c1ccc(C(=O)N2CCOCC2)cc1[N+](=O)[O-])C1CCCCC1	?	-32%	-4%	-1	-8%	50µM*	2%	-2%	9%
CCCN(CC(=O)Nc1ccccc1OC)C(=O)CCNC(=O)c1ccccc1OC	12%[2.33 µM]	-14%	-16%	4	28%	-7%	1%	1%	-3%

Fetched one by one from the list above, 2 records:
SMILES	G9a block	JMJD2A Tudor	Pol eta inh	PI4K2A block	HP1b binding inh	BAZ2B inh	Pin1 inhibitor	PGK inhibitor	GLS inh
CS(=O)(=O)c1ccc(Cl)c(NC(=O)CSc2n[nH]c(N)n2)c1	-22%	-9%	-16%	-9	45%[activator]	2%	0%	i	7%
O=C(O)c1nn(CCOc2ccc(Br)cc2)c(=O)c2ccccc12	15%	-24%	-25%	-2	-16%	8%	-3%	-4%	3%

Carrying on.
SMILES	G9a block	JMJD2A Tudor	Pol eta inh	PI4K2A block	HP1b binding inh	BAZ2B inh	Pin1 inhibitor	PGK inhibitor	GLS inh
Cc1ccccc1N1CC(C(=O)O)CC1=O (stereo not given)	-15%	8%	-3%	1	33%	-34%	-4%	0%	-6%
Cc1ccc(C)c(Sc2ccc(S(=O)(=O)Nc3ccc(C(=O)O)cc3)cc2)c1	-6%[12.7 µM]	-16%	-5%	8	20%	4%	?	4%	-11%
CN(C)S(=O)(=O)c1cccc(C(=O)Nc2ccc(N3CCOCC3)cc2)c1	?	-11%	-22%	-13	15%	?	5%	10%	5%
CCc1ccc(S(=O)(=O)Nc2ccc(Cl)cn2)cc1	17%[59 µM]	-3%	1%	1	31%	-7%	-5%	-4%	3%
Cc1cccc(NC(=O)c2ccc3nc(CCc4ccccc4)oc3c2)c1C	-2%[59 µM]	-12%	-5%	8	8%[57 µM]	-21%	-2%	i	12%
CCOP(=O)(OCC)C(NC(=O)Nc1ccccc1)C(N)=O (stereo not given)	-5%[59 µM]	-1%	-13%	2	30%	4%	-3%	-5%	5%
CN(C1CCCCC1)S(=O)(=O)c1ccc(-c2ccccn2)s1	.	20%	-12%	-3	61%[activator]	2%	-5%	0%	7%
C=CCn1c(SCC(=O)Nc2ccc(OC)cc2)nc2c([nH]c3ccccc32)c1=O	-6%[12.7 µM]	3%	-8%	-1	16%	-2%	-4%	5%	0%
CCOc1ccc(NC(=O)CSc2nnc(-c3ccccc3Cl)n2Cc2ccco2)cc1	?	?	-11%	9	-1%	-2%	4%	-8%	3%
Cc1ccc(S(=O)(=O)N2CCN(C)CC2)cc1-c1nnc2c3ccccc3c(C)nn12	-1%	8%	-11%	0	16%	11%	0%	-3%	0%
Cc1sc2ncn(CC(=O)N3CCOCC3)c(=O)c2c1-c1ccccc1	-1%	-5%	-13%	-1	29%	-11%	1%	-1%	-3%
Cc1cccc(C(=O)N2c3ncnn3C3(CCCCC3)[C@@H]3CCCC[C@@H]32)c1	-21%[59 µM]	-18%	-12%	2	-4%	-18%	-11%	i	2%
COc1cccc(-c2ccnc3c(-c4ccc(F)cc4)c(C)nn23)c1	6%[59 µM]	-9%	-12%	-4	54%[activator]	-5%	36%[activator]	i	-3%
CCOC(=O)N1CCN(C(=O)c2ccc3c(=O)n(-c4ccc(OC)cc4)c(=S)[nH]c3c2)CC1	-20%	7%	-16%	2	54%	-1%	4%	i	9%
COc1ccc(NS(=O)(=O)c2ccc(N3CCCC3)c(NC(=S)Nc3cccc(C)c3C)c2)cc1	1.3µM*	56µM*	-10%	-1	?	?	14%	5%	21%
Cc1cc(S(=O)(=O)/N=C(\N)c2ccc(C(N)=O)cc2)cc(C)c1F	-1%	-6%	-8%	-18	17%	2%	0%	-1%	0%
O=C(c1cccs1)N1CCN=C1SCc1ccc(Cl)cc1	94%[activator]	23%	3%	1	85%[activator]	43%[activator]	0%	2%	-28%
COc1cccc(C(=O)CC2(O)C(=O)N(Cc3ccccc3)c3ccccc32)c1 (stereo not given)	-23%[59 µM]	-21%	-5%	3	4%	-31%	?	-3%	-3%
COc1ccc(-c2noc(C3CCCN(C(=O)c4ccccc4OC)C3)n2)cc1OC (stereo not given)	.	0%	-9%	4	17%	32%[activator]	0%	-4%	2%
COc1cc(NC(=O)CCc2nnc3ccc(N4CCC5(CC4)OCCO5)nn23)cc(OC)c1	7%	-18%	-17%	-3	30%	-8%	7%	-6%	-10%
CC12CN(C(=S)Nc3ccccc3)CC(C)(CN(C(=S)Nc3ccccc3)C1)C2=O	12%	-9%	-1%	-3	9%	-21%	-6%	6%	-7%

A portion from further up:
SMILES	G9a block	JMJD2A Tudor	Pol eta inh	PI4K2A block	HP1b binding inh	BAZ2B inh	Pin1 inhibitor	PGK inhibitor	GLS inh
O=C(c1cccs1)N1CCN=C1SCc1ccc(Cl)cc1	94%[activator]	23%	3%	1	85%[activator]	43%[activator]	0%	2%	-28%
COc1cccc(C(=O)CC2(O)C(=O)N(Cc3ccccc3)c3ccccc32)c1 (stereo not given)	-23%[59 µM]	-21%	-5%	3	4%	-31%	?	-3%	-3%
COc1ccc(-c2noc(C3CCCN(C(=O)c4ccccc4OC)C3)n2)cc1OC (stereo not given)	.	0%	-9%	4	17%	32%[activator]	0%	-4%	2%
COc1cc(NC(=O)CCc2nnc3ccc(N4CCC5(CC4)OCCO5)nn23)cc(OC)c1	7%	-18%	-17%	-3	30%	-8%	7%	-6%	-10%
CC12CN(C(=S)Nc3ccccc3)CC(C)(CN(C(=S)Nc3ccccc3)C1)C2=O	12%	-9%	-1%	-3	9%	-21%	-6%	6%	-7%
